Source: PubChem
LDHA inh: qHTS assay for inhibitors of human lactate dehydrogenase; L-lactate dehydrogenase A chain (Homo sapiens), P00338; purified LDHA, NADH/diaphorase-resazurin fluorescence; stronger effect = lower value; activity change, % (values are at about 110 or 230 µM); actives 0.15% (n = 480,000); AID 1347041, 2019; in the data active = activity change below about -30%; inconclusive = mostly about -25% to -30%;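 also: plate controls were DMSO wells for no effect and wells without enzyme for full effect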
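Human LDH5 at 2 nM final in Tris HCl pH 7.4 with 0.06 mM NADH and 0.2 mM pyruvate, reacted 5 minutes at room temperature. Remaining NADH coupled via diaphorase/resazurin; resorufin fluorescence read at 0 and 20 minutes, normalized to enzyme-free and DMSO wells.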
Vif-APOBEC3G blk: qHTS for Inhibitors of Vif-A3G Interactions: qHTS; DNA dC->dU-editing enzyme APOBEC-3G (Homo sapiens), Q9HC16; HeLa A3G-eYFP + Vif (tagged APOBEC3G with the HIV-1 protein that degrades it), YFP fluorescence, overnight; Potency, µM (top dose mostly 46.1 µM), inactives show at the top dose activity, negative = active, most hits filed as inhibitors; actives 0.076% (n = 410,000);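 also: potency is read from the fitted curve at half-maximal effect; % is scaled to controls: 0 for no effect and ±100 for the full control effect; nearly all actives have a fitted effect of over 60% in size; hits raise eYFP signal because A3G escapes Vif-driven loss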
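HeLa cells stably expressing Vif and C-terminally eYFP-tagged A3G, seeded overnight at 37 deg C, then exposed to compound by pintool overnight at 37 deg C. Rise in yellow fluorescence (Ex 488/Em 500-530, Acumen) marks blocked Vif-driven A3G degradation.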
RXFP1 agonist: qHTS Assay for Agonists of the Relaxin Receptor RXFP1; Relaxin receptor 1 (Homo sapiens), Q9HBX9; HEK293T-RXFP1 cAMP TR-FRET, 30 min; response scale: percent of porcine relaxin response, buffer zero; Potency, µM (highest dose often 57.5 µM), without a hit: top-dose activation, actives largely listed as activators; actives 0.3% (n = 370,000); also: potency is read from the fitted curve at half-maximal effect; % is scaled to controls: 0 for no effect and ±100 for the full control effect; nearly all actives have a fitted effect of over 60% in size; many of its hits are not listed in these tables
Target sequence (Q9HBX9 whole entry, looked up): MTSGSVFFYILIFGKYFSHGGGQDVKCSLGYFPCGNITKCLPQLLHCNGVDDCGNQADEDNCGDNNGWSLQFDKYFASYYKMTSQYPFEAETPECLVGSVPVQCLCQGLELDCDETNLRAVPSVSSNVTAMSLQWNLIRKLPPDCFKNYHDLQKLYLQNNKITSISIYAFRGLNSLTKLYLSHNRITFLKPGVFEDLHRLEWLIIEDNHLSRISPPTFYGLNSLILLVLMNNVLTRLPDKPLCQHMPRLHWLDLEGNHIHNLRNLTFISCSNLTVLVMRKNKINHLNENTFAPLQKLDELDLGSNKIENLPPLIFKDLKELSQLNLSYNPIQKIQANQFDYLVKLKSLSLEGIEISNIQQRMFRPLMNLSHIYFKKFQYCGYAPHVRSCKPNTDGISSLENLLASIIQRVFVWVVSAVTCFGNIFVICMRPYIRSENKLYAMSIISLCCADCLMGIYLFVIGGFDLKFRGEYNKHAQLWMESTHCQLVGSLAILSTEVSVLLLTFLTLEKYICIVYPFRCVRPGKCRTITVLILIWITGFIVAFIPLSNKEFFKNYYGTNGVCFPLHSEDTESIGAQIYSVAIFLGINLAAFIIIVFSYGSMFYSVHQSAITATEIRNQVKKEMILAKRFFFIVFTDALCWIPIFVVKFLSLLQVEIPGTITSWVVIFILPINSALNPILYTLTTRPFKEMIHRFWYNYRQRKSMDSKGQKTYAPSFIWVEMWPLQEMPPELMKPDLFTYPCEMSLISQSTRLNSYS
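Agonist response is measured as cAMP accumulation in an RXFP1-transfected HEK293T line under PDE4 inhibition. Values are scaled between buffer-only and 29 nM porcine relaxin, and EC50s come from standard Hill equation fits.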
IDH1 R132H inh: qHTS for Inhibitors of mutant isocitrate dehydrogenase 1 (IDH1): qHTS | Isocitrate dehydrogenase [NADP] cytoplasmic (Homo sapiens), O75874 | IDH1-R132H enzyme, NADPH consumption, diaphorase/resazurin fluorescence | Potency, µM (highest dose often 76.6 µM), for the others: at the top dose activity change, negative = inhibition, actives largely listed as inhibitors | actives 0.093% (n = 390,000) | AID 602179, 2012; also: potency is read from the fitted curve at half-maximal effect; % is scaled to controls: 0 for no effect and ±100 for the full control effect; nearly all actives have a fitted effect of over 65% in size
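IDH1-R132H (0.5 ug/mL dispensed) in pH 7.5 Tris buffer was preincubated 30 min with compound, then given a substrate mix of 0.016 mM NADPH and 2 mM alpha-KG for 80 min at room temperature; remaining NADPH was read by diaphorase/resazurin fluorescence.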
Vif-A3F inh: qHTS for Inhibitors of Vif-A3F Interactions: qHTS; HeLa A3F-eYFP + Vif (tagged APOBEC3F with the HIV-1 protein that degrades it), YFP fluorescence increase; Potency, µM (series often up to 46.1 µM), inactives show at the top dose activity, negative = active; actives 0.2% (n = 390,000); AID 602313, 2012; also: potency is read from the fitted curve at half-maximal effect; % of control where 0% means no effect; nearly all actives have a fitted effect of over 65% in size
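HeLa cells stably expressing Vif plus C-terminally eYFP-tagged A3F were seeded, incubated overnight at 37 deg C, dosed with compound, incubated overnight again at 37 deg C. Yellow fluorescence (Ex 488/Em 500-530) reported blocked Vif-mediated A3F-eYFP degradation.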
TrxR1 substrate: qHTS Assay for Substrates of Mammalian Selenoprotein Thioredoxin Reductase 1 (TrxR1): qHTS. Thioredoxin reductase 1, cytoplasmic (Rattus norvegicus), O89049. purified TrxR1 substrate turnover, NADPH consumption readout. Potency, µM (titrated, usually from 114 µM), for the others: at the highest dose activity change, negative = substrate turnover. actives 0.01% (n = 390,000); also: potency is read from the fitted curve at half-maximal effect; % is scaled to controls: 0 for no effect and ±100 for the full control effect; nearly all actives have a fitted effect of over 50% in size
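Rat TrxR1, dispensed at 90 nM, was prereduced with 400 uM NADPH (final) for 5 min at ~22 deg C, then incubated with compound 15 min before 400 uM selenite. A first-read NADPH fluorescence drop versus no-compound background flagged substrates.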
USP1-UAF1 inh: Inhibitors of USP1/UAF1: Primary Screen; Ubiquitin carboxyl-terminal hydrolase 1 (Homo sapiens), O94782; recombinant USP1/UAF1, Ub-Rhodamine cleavage fluorescence; Potency, µM (top dose mostly 57.1 µM), inactives show at the top dose activity change, negative = inhibition, actives largely listed as inhibitors; actives 0.23% (n = 390,000); AID 743255, 2014; also: potency is read from the fitted curve at half-maximal effect; % is scaled to controls: 0 for no effect and ±100 for the full control effect; nearly all actives have a fitted effect of over 60% in size; inactives centre near -12
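USP1/UAF1 complex at 1 nM was preincubated with compound for 15 min at room temperature, then Ub-Rho substrate (150nM final) was added. Fluorescence (480/540 nm) was read kinetically, 6 reads every 60 seconds.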
GRP78 ERSR act: qHTS for Inducers of the Endoplasmic Reticulum Stress Response (ERSR) in Human Glioma: qHTS; U87-MG GRP78 promoter luciferase reporter, 16 h; Potency, µM, without a hit: at the top dose activation, hits mostly activators; actives 0.02% (n = 420,000); AID 602332, 2012; also: potency is read from the fitted curve at half-maximal effect; series mostly up to about 76 µM; % of control where 0% means no effect; nearly all actives have a fitted effect of over 35% in size
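Stably transfected U87-MG glioma cells carrying a GRP78-based luciferase sensor; 16 h compound incubation. Luminescence end-point read 10 min after Bright-Glo addition at room temperature.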
PI4K2A inh: qHTS for small molecular inhibitors of PI4K2A; Phosphatidylinositol 4-kinase type 2-alpha (Homo sapiens), Q9BTU6; purified PI4K2A, ADP-Glo luminescence, 1 h; stronger effect = lower value; activity change, negative = inhibition, % at 76.9 µM; actives 0.13% (n = 420,000); in the data active = activity change below about -50%; inconclusive = mostly about -30% to -49%;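 also: -100% = wells without enzyme as full effect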
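Compounds are screened against recombinant PI4K2A using PI as substrate and ATP, the latter dispensed at 300 microM. Reactions run one hour at ambient temperature before ADP-Glo detection; full inhibition defined by wells lacking enzyme.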
* hit, by the source's call; ? = inconclusive; . = no result given; & = joins results of further samples; [ ] = dose if it differs, or a comment. Unless noted, calls follow the shape of the dose curve; as a rule, active = well fitted curve in the direction sought with a large enough effect; inconclusive = small, poorly fitted or top-dose-only effect, or another doubt; inactive = no such curve, though single readings can be large; an effect the other way counts as inactive or inconclusive.

SMILES	LDHA inh	Vif-APOBEC3G blk	RXFP1 agonist	IDH1 R132H inh	Vif-A3F inh	TrxR1 substrate	USP1-UAF1 inh	GRP78 ERSR act	PI4K2A inh
Cc1csc(NC(=O)C2CCCN2C(=O)OCC(C)C)n1 (configuration not stated)	-2	0%	0.5%	5%	.	-7%	-21%	6%	6
CCOC(=O)C1CCCN(C(=O)c2cc(Nc3ccc(OC)cc3OC)nc3ccccc23)C1 (configuration not stated)	3	1%	-1.4%	-4%	2%	-11%	-28%	-5%	3
O=C(Nc1cccc(Cl)c1)c1ccc2nc(CCc3ccccc3)oc2c1	-3	2%	-2.5%	10%	0%	0%[57.1 µM]	-10%	-1%	1
CCOc1ccc(C(=O)Nc2ccc(S(=O)(=O)Nc3cc(C)on3)cc2)cc1	-7	-2%	1.4%	-2%	-10%	10%[0.0914 µM]	-17%	3%	-4
O=C(Nc1ccc(S(=O)(=O)N2CCOCC2)cc1)c1ccc(Cl)cc1	-11	2%	0.0%	-8%	4%	-4%	-14%	-2%	-2
O=C1Nc2ccccc2S/C1=C/c1cccs1	-2	-10%	-5.6%	9%	?	-17%	-21%	2%	0
CCC1(C)Cc2c(sc3nc(SC)[nH]c(=S)c23)CO1 (configuration not stated)	2	0%	25µM*	-23%	5%	6%	-8%	-2%	6
CN(c1ccccc1)S(=O)(=O)c1ccc(Cl)c(C(=O)Nc2ccc(N3CCOCC3)cc2)c1	2	1%	0.3%	7%	-9%	4%	-19%	3%	-6
CC1=CC(C)(C)n2c(O)c(C3=NC(=S)NC3=O)c3cc(OC(=O)c4cccc5ccccc45)cc1c32	-5	-1%	3.8%	3%	3%	-12%	-10%	-1%	10
CCCSc1nc2[nH]ncc2c(=O)[nH]1	-1	-2%	4.5%	1%	-1%	-3%	-2%	-6%	-1
CN1CCN(c2ccc(NS(=O)(=O)c3ccc(Cl)cc3)cn2)CC1	3	3%	-0.1%	-8%	10%	-3%	-21%	-4%	5
O=C(CN1CCN(c2cccc(C(F)(F)F)c2)CC1)Nc1cccc(C(F)(F)F)c1	-15	-4%	-0.2%	7%	1%	-14%	-11%	-10%	-6
C=CCNCCOc1c(C)cc(C)cc1Cl	-16	-1%	3.7%	-7%	1%	-1%	-1%	-4%	0
CCN(C(=O)CSc1ncnc2sccc12)c1c(N)n(Cc2ccccc2)c(=O)[nH]c1=O	-8	-1%	3.4%	-7%	-15%	-2%	-19%	-2%	-3
Cc1nc(SCC(=O)NCC2COc3ccccc3O2)c2c(C)c(C)sc2n1 (configuration not stated)	-5	4%	8.0%	-9%	-6%	0%[57.1 µM]	-3%	1%	-2
CCCCn1nnnc1SCC(=O)Nc1ccc2c(c1)OCO2	10	0%	1.5%	7%	.	0%	-10%	11%	-2
COc1ccc(C(=O)CCc2ccccc2)cc1	-1	0%	2.4%	0%	3%	5%	-21%	1%	5
CCc1ccc(/C=C2/Sc3ccccc3N(CC(=O)NCCCN3CCOCC3)C2=O)cc1	0	0%	-0.3%	2%	-19%	-4%	-17%	-6%	0
C=CCN(CC=C)C(=S)Nc1ccc2nsnc2c1	13	-5%	11%	1%	2%	-7%	-13%	-1%	-1
O=C(O)C/C(=C\c1cc(Cl)c2c(c1)OCO2)c1nc2ccccc2s1	1	-3%	-0.6%	-3%	0%	-1%	-7%	2%	-11
CC1CCN(CCCCOc2cccc(Br)c2)CC1	-14	2%	-1.0%	4%	?	2%	-16%	-6%	-3
CCOC(=O)N1CCN(C(=O)c2cc3c(-c4ccc(Cl)cc4)nn(C)c3s2)CC1	-2	3%	1.2%	-5%	-2%	-4%	-24%	-3%	3
CCOc1ccc(N2C(=O)CS/C2=C(\C(Cl)=C(Cl)Cl)[N+](=O)[O-])cc1	-2	?	-0.3%	5%	?	-15%	-13%	-3%	-1
COc1ccc(-c2cc(C(F)(F)F)nc(N)n2)cc1	-14	2%	-1.3%	-3%	4%	8%	-20%	2%	2
Cc1ccc(Cn2c(C(=O)NCc3ccccc3Cl)cc3sccc32)cc1	-5	3%	?	0%	0%	-4%	-5%	-3%	2
CCCNC(=O)c1ccc2nc(CCc3ccccc3)oc2c1	-5	9%	0.1%	15%	0%	1%[57.1 µM]	-3%	1%	-1
O=C(N/N=C/c1ccccn1)c1ccc([N+](=O)[O-])cc1Cl	-4	4%	-1.7%	-4%	1%	-4%	-12%	3%	3
CCOC(=O)c1c(-n2c(C)cc(C=O)c2C)sc2c1CCCC2	4	1%	2.6%	2%	1%	0%	-15%	-3%	-8
CCOC(=O)c1c(-c2cc(OC)c(OC)c(OC)c2)csc1NC(=O)c1ccccc1	-5	-1%	.	-3%	1%	.	-21%	-3%	1
Fc1ccc(NC(=S)SCc2ccc3c(c2)OCO3)cc1F	3	0%	.	-2%	-4%	.	-9%	0%	-2
CSc1ccc(/C=N/NC(=O)CNc2cccc3ccccc23)cc1	16	-3%	-1.3%	1%	1%	9%	-25%	-5%	-2
Cc1onc(-c2ccccc2)c1-c1nc2cc(Cl)ccc2c(=O)o1	-9	-4%	-0.9%	0%	-19%	6%	-18%	0%	-3
OC(COc1ccc(Cl)cc1Cl)Cn1ccnc1 (configuration not stated)	-1	1%	2.0%	5%	16%	12%[57.1 µM]	-11%	-5%	1
O=C1NC(c2ccco2)Nc2sc3c(c21)CCN(Cc1ccccc1)C3 (configuration not stated)	-2&13	-10%	0.5%	19%	?	36%	?	-5%	-11
O=[N+]([O-])c1ccc(/C=N/Nc2ncc(Br)cn2)cc1	-8	3%	2.5%	-1%	3%	-12%	-29%	-4%	4
Cc1cc(C)c2c(=O)cc(C(=O)Nc3sc4c(c3C(=O)NCc3cccnc3)CCCC4)oc2c1	0	0%	1.3%	-6%	-13%	5%	-7%	-3%	0
CCN1CCN(C(=O)c2ccccc2N(Cc2ccccc2)S(=O)(=O)c2ccc(OC)cc2)CC1	-4	-7%	0.2%	-10%	-11%	5%	-8%	-3%	6
Cn1c(=O)oc2cc(S(=O)(=O)NCCCN3CCCC3=O)ccc21	-13	3%	-0.2%	-1%	3%	6%[57.1 µM]	-23%	-4%	3
COc1ccc(C(=O)NCc2ccccc2OC)c(OC)c1	2	0%	1.1%	7%	-2%	-11%	-16%	-1%	1
Nc1ccccc1SCc1ccccc1	0	1%	-0.1%	11%	0%	-6%	-14%	1%	6
O=C1COc2ccc(C(=O)c3ccccc3C(=O)O)cc2N1	1	-2%	3.6%	2%	1%	6%	-8%	-2%	0
Cc1nn(C)cc1S(=O)(=O)N1CCN(Cc2cccc(Cl)c2)CC1	-5	0%	-1.2%	6%	-7%	-2%	?	0%	2
COc1ccc(-n2ncc3c(NCc4ccccn4)ncnc32)cc1	2	-1%	-0.9%	1%	-5%	8%	-13%	14%	-15
Fc1ccc(-n2nnc(-c3ccnc4ccccc34)n2)cc1	-14	0%	1.9%	-2%	-2%	-3%	15%	5%	-6
CCN1CCN(c2cc(C)c3cc(NC(=S)N4CCN(c5ccccc5F)CC4)ccc3n2)CC1	-13	3%	3.2%	0%	-23%	2%	-18%	1%	-1
CCOc1ccc(S(=O)(=O)Nc2ccc(Cl)cn2)c(C)c1C	-1	-3%	-0.9%	-2%	0%	-7%	-2%	-5%	1
CCOC(=O)N1CCC(NC(=O)c2cnn3c2NC(c2ccco2)CC3C(F)(F)F)CC1 (configuration not stated)	2	2%	2.5%	-1%	2%	4%	-12%	-6%	1
CN(c1ccc(C(=O)O)cc1)S(=O)(=O)c1ccccc1	-2	1%	1.7%	11%	-4%	-4%	-10%	-10%	4
COc1cc([N+](=O)[O-])ccc1NC(=O)Oc1ccc(NC(C)=O)cc1	-5	1%	4.0%	-10%	-2%	0%[57.1 µM]	-27%	-7%	-1
Cn1c(=O)c2[nH]c(N3CCOCC3)nc2n(-c2ccccc2)c1=O	-4	-3%	2.0%	13%	-1%	3%	7%	-1%	0
Cc1ccc(C(=O)OCC(=O)c2ccc[nH]2)s1	-3	-2%	0.3%	-10%	2%	-4%	-14%	7%	2

RXFP1 agonist, hit marks shown above
SMILES | RXFP1 agonist | IDH1 R132H inh | TrxR1 substrate | USP1-UAF1 inh | GRP78 ERSR act | PI4K2A inh
CCC1(C)Cc2c(sc3nc(SC)[nH]c(=S)c23)CO1 (configuration not stated) | 25µM* | -23% | 6% | -8% | -2% | 6

Only part of the results is shown (hit frequency here may not be typical).
